Assay outcomes from PubChem.
DT40 TDP1 no CPT – qHTS for Inhibitors of human tyrosyl-DNA phosphodiesterase 1 (TDP1): qHTS in cells in absence of CPT; AID 686978, 2013; Potency, µM (titrated, usually from 46.2 µM), for the others: top-dose activity change, negative = growth inhibition, usual class: inhibitors; DT40 Tdp1-/- hTDP1 cells, no CPT, ATP luminescence, 48 h; hit rate 15% among 420,000; further: nearly all actives have a fitted effect of over 55% in size
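Cells were dispensed at 400 per well, compounds added by pin tool, plates incubated ≥48 hr at 37 °C, then CellTiter-Glo added for 30 min at room temperature before luminescence reading. Line: DT40 Tdp1-/- complemented with hTDP1; camptothecin omitted.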
TDP1 inh – TDP1 (human) enzyme inhibition. hit rate 0.28% among 350,000. AID 485290. recombinant TDP1, AlphaScreen DNA substrate cleavage. Potency, µM (doses to about 130 µM), without a hit: at the highest dose activity change, negative = inhibition, usual class: inhibitors. Q9NUW8; further: nearly all actives have a fitted effect of over 40% in size
Target sequence (Q9NUW8 whole entry, looked up): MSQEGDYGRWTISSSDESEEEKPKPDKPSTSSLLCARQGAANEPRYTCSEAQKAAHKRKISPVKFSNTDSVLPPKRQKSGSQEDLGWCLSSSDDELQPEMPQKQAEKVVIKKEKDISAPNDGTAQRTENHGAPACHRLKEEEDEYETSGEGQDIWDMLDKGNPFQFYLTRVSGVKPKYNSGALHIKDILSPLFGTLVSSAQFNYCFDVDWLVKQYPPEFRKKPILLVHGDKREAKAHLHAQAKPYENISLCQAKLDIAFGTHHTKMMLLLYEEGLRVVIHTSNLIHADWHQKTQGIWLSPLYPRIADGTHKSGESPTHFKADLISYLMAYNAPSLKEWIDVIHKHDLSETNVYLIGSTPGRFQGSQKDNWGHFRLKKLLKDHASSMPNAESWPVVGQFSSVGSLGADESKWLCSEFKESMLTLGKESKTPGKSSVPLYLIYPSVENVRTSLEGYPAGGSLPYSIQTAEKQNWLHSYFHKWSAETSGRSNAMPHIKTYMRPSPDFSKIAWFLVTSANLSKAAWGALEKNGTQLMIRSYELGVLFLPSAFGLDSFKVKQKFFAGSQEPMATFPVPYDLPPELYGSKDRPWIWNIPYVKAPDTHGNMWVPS
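Signal: AlphaScreen proximity between streptavidin donor and anti-FITC acceptor beads on intact substrate. Reaction: Tdp1 1 nM, substrate 15 nM final, 5 min RT after 15 min compound preincubation.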
DT40 TDP1 CPT – DT40-hTDP1 cell growth loss with CPT; chicken DT40 Tdp1-/-;hTDP1 cells + 20 nM CPT, ATP luminescence, 48 h; Potency, µM (doses to about 46.2 µM), for the others: at the highest dose activity change, negative = growth inhibition, actives largely listed as inhibitors; hit rate 12% among 420,000; AID 686979; further: nearly all actives have a fitted effect of over 55% in size
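Chicken DT40 Tdp1-/- cells complemented with human TDP1, 400 cells/well, exposed to compounds plus 20 nM camptothecin for at least 48 h at 37 C; viability read as ATP content by CellTiter-Glo luminescence.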
* hit, by the source's call; & = joins results of further samples; [ ] = another dose, or the depositor's remark. The call rests on the fitted dose curve; in most records, active means well fitted curve in the direction sought with a large enough effect; inconclusive means small, poorly fitted or top-dose-only effect, or another doubt; inactive means no such curve, though single readings can be large; an effect the other way counts as inactive or inconclusive. On the % scale 0 is the no-effect control and ±100 the full control effect; potency means the concentration at half of the fitted maximal effect.

For COC(=O)c1cc(=O)n(-c2ccccc2)c(=Nc2ccccc2)s1 the results were DT40 TDP1 no CPT 23µM*, TDP1 inh 4% and DT40 TDP1 CPT inconclusive.
Screening CCN(CC)C(=O)NCc1c(C)cc(C)cc1C returned DT40 TDP1 no CPT -2%, TDP1 inh 2% and DT40 TDP1 CPT 9%.
Screening Cc1ccc(-c2noc(-c3ccc(NCc4cccnc4)c([N+](=O)[O-])c3)n2)cc1 returned DT40 TDP1 no CPT 5.2µM*, TDP1 inh 6% and DT40 TDP1 CPT inconclusive.
`O=C(O)COc1ccccc1/C=N/n1c(C2CCCCC2)n[nH]c1=S` gave DT40 TDP1 no CPT 3% and DT40 TDP1 CPT 10%.
Screening C[C@H]1CN([C@@H](C)CO)C(=O)c2cccc(NC(=O)Nc3ccc(C(F)(F)F)cc3)c2O[C@@H]1CN(C)Cc1ccc(Cl)c(Cl)c1 returned DT40 TDP1 no CPT 3.7µM*, TDP1 inh 1% and DT40 TDP1 CPT 3.3µM*.
For Cn1c(=O)c2c(SCC(=O)NCc3ccco3)nc(-c3ccccc3Cl)nc2n(C)c1=O the results were DT40 TDP1 no CPT 23µM*, TDP1 inh -5%&5% and DT40 TDP1 CPT inconclusive.
Screening CCCCN(CC(=O)NC1CC1)S(=O)(=O)c1ccc(OCC)cc1 returned DT40 TDP1 no CPT 0%, TDP1 inh 1% and DT40 TDP1 CPT -2%.
COc1ccc(-c2cc(C(=O)Nc3ccc(NC(C)=O)cc3)[nH]n2)c(C)c1 was read as DT40 TDP1 no CPT -19% and DT40 TDP1 CPT inconclusive.
Cc1cc(C)c2c(CC(=O)Nc3nnc(C(C)C)s3)coc2c1 was read as DT40 TDP1 no CPT inconclusive, TDP1 inh 7% and DT40 TDP1 CPT inconclusive.
Screening CCc1cccc(NC(=S)N(CCCN2CCOCC2)C(C)c2cc3cccc(OC)c3o2)c1 (centres undefined) returned DT40 TDP1 no CPT inconclusive, TDP1 inh 2% and DT40 TDP1 CPT inconclusive.
`COc1ccc(S(=O)(=O)n2oc(=O)cc2-c2ccccc2)cc1OC` gave DT40 TDP1 no CPT -7% and DT40 TDP1 CPT -7%.
Cn1c(Oc2cccnc2CN2CCCC2)nc2cc(-c3cccc(C(F)(F)F)c3)sc2c1=O was read as DT40 TDP1 no CPT inconclusive and DT40 TDP1 CPT inconclusive.
O=C(Nc1ccccc1)N1CCN(CCc2ccccc2)CC1 was read as DT40 TDP1 no CPT -25%, TDP1 inh 5% and DT40 TDP1 CPT 9%.
Screening c1csc(CNc2ccnc(-c3ccc4c(c3)OCO4)n2)c1 returned DT40 TDP1 no CPT inconclusive and DT40 TDP1 CPT inconclusive.
Fc1ccc(-c2cn3cc(Cc4ccccc4)sc3n2)cc1 was read as DT40 TDP1 no CPT -25%, TDP1 inh 5% and DT40 TDP1 CPT -24%.
For Cc1ccc2nc(-c3cccc(S(=O)(=O)N4CCCC4)c3)cn2c1 the results were DT40 TDP1 no CPT -3%, TDP1 inh 1% and DT40 TDP1 CPT -5%.
CCC(=O)Nc1cccc(NC(=S)NC(=O)c2cccc(C)c2)c1 was read as DT40 TDP1 no CPT inconclusive, TDP1 inh 3% and DT40 TDP1 CPT inconclusive.
Screening CCC(C)n1c(=N)c(C(=O)NC2CCCCC2)cc2c(=O)n3cc(C)ccc3nc21 (centres undefined) returned DT40 TDP1 no CPT 7% and DT40 TDP1 CPT -7%.
CCc1ccc(Nc2nc3ccccc3c(=O)s2)cc1 was read as DT40 TDP1 no CPT -1%, TDP1 inh 3% and DT40 TDP1 CPT -8%.
Screening Cc1nc2ccccc2c2oc(C(=O)N3CC(C)CC(C)C3)cc12 (centres undefined) returned DT40 TDP1 no CPT inconclusive, TDP1 inh 4% and DT40 TDP1 CPT inconclusive.

Arranged by heavy-atom count (rising): 5 of the compounds above
O=C(Nc1ccccc1)N1CCN(CCc2ccccc2)CC1 was read as DT40 TDP1 no CPT -25%, TDP1 inh 5% and DT40 TDP1 CPT 9%.
Screening CCCCN(CC(=O)NC1CC1)S(=O)(=O)c1ccc(OCC)cc1 returned DT40 TDP1 no CPT 0%, TDP1 inh 1% and DT40 TDP1 CPT -2%.
`O=C(O)COc1ccccc1/C=N/n1c(C2CCCCC2)n[nH]c1=S` gave DT40 TDP1 no CPT 3% and DT40 TDP1 CPT 10%.
For Cn1c(=O)c2c(SCC(=O)NCc3ccco3)nc(-c3ccccc3Cl)nc2n(C)c1=O the results were DT40 TDP1 no CPT 23µM*, TDP1 inh -5%&5% and DT40 TDP1 CPT inconclusive.
Cn1c(Oc2cccnc2CN2CCCC2)nc2cc(-c3cccc(C(F)(F)F)c3)sc2c1=O was read as DT40 TDP1 no CPT inconclusive and DT40 TDP1 CPT inconclusive.

Following part
For O=c1[nH]c(C2CCN(S(=O)(=O)c3ccccc3)CC2)nc2c1nnn2Cc1c(F)cccc1Cl the results were DT40 TDP1 no CPT -17% and DT40 TDP1 CPT 12%.
NC(=O)c1cc(Sc2ccccc2)nc2ccccc12 was read as DT40 TDP1 no CPT inconclusive and DT40 TDP1 CPT inconclusive.
`CC(=O)c1ccccc1NC(=O)CC1(CC(=O)O)CCCCC1` gave DT40 TDP1 no CPT 2%, TDP1 inh 3% and DT40 TDP1 CPT 8%.
`COc1cccc(C(=O)N2CCN=C2SC)c1` gave DT40 TDP1 no CPT -3%, TDP1 inh 1% and DT40 TDP1 CPT 7%.
CN(C)S(=O)(=O)c1cc(NC(=O)COC(=O)c2ccc3c(c2)OCO3)ccc1Cl was read as DT40 TDP1 no CPT -29%, TDP1 inh -3% and DT40 TDP1 CPT 6%.
O=C(COc1ccc2ccc(=O)oc2c1)Nc1cccc(S(=O)(=O)N2CCCCC2)c1 was read as DT40 TDP1 no CPT 12µM*, TDP1 inh -3%[56.1 µM] and DT40 TDP1 CPT inconclusive.
`COC(=O)C[C@H]1C[C@@H]2c3cc(NS(=O)(=O)c4cccc(OC)c4)ccc3O[C@@H]2[C@@H](CO)O1` gave DT40 TDP1 no CPT inconclusive and DT40 TDP1 CPT inconclusive.
For COc1ccc(-c2cnc(C(O)c3ccc(-c4ccccc4)cc3)[nH]2)cc1 (centres undefined) the results were DT40 TDP1 no CPT inconclusive and DT40 TDP1 CPT inconclusive.
Screening Cc1cc(NC(=O)CSc2nc(N)c(NC(=O)c3ccc(F)c(F)c3)c(=O)[nH]2)no1 returned DT40 TDP1 no CPT -6%, TDP1 inh -5% and DT40 TDP1 CPT -8%.
CC1=C(O)C(=O)C(c2c(C)cc(C)c(Br)c2C)=C(O)C1=O was read as DT40 TDP1 no CPT inconclusive and DT40 TDP1 CPT inconclusive.
`Cc1ccc(NC(=O)[C@H](C)NC(=O)C2CCN(C(=O)[C@@H](N)C(C)C)CC2)cc1` gave DT40 TDP1 no CPT -10% and DT40 TDP1 CPT -1%.
For CCN(CC)S(=O)(=O)c1ccc(OC)c(NC(=O)CSCc2c(C)noc2C)c1 the results were DT40 TDP1 no CPT 23µM*, TDP1 inh -1% and DT40 TDP1 CPT inconclusive.
Screening Cc1nc(C(=O)NCCO)cc2c1[nH]c1ccccc12 returned DT40 TDP1 no CPT -6% and DT40 TDP1 CPT 9%.
`CCN1CCN(c2ccc(S(=O)(=O)N3CCOCC3)cc2NC(=O)/C=C/c2ccc(C)cc2)CC1` gave DT40 TDP1 no CPT inconclusive and DT40 TDP1 CPT -6%.
For Cc1cc(NC(=O)CCCC(=O)OCC(F)(F)C(F)F)cc(C)c1C(=O)O the results were DT40 TDP1 no CPT 8%, TDP1 inh -1% and DT40 TDP1 CPT 3%.
CSCCC(NC(=O)c1ccco1)C(=O)OC(C)C(=O)NC(=O)NC1CCCCC1 (centres undefined) was read as DT40 TDP1 no CPT -4%, TDP1 inh 3% and DT40 TDP1 CPT 1%.
O=C(NCCc1ccc(Cl)cc1)c1ccc(NC2=NC3CS(=O)(=O)CC3S2)cc1 (centres undefined) was read as DT40 TDP1 no CPT -26% and DT40 TDP1 CPT -21%.
Screening O=C1NC(=O)/C(=C\c2ccccc2OCc2cccc([N+](=O)[O-])c2)N1 returned DT40 TDP1 no CPT -12%, TDP1 inh 3% and DT40 TDP1 CPT -20%.
COc1ccccc1-c1cc(N(C)Cc2ccco2)ncn1 was read as DT40 TDP1 no CPT -33% and DT40 TDP1 CPT -50%.
CCCc1cc(-c2nc(N)ncc2-c2csc(C)n2)c(O)cc1OC was read as DT40 TDP1 no CPT inconclusive, TDP1 inh 5% and DT40 TDP1 CPT inconclusive.
For NC(N)=N/N=C/c1cc([N+](=O)[O-])ccc1O the results were DT40 TDP1 no CPT 2%, TDP1 inh -1% and DT40 TDP1 CPT 5%.
CCOc1cc(/C=N/Nc2nc3ccccc3[nH]2)cc(Br)c1OCC(=O)N(C)C was read as DT40 TDP1 no CPT 13µM*, TDP1 inh 6% and DT40 TDP1 CPT 10µM*.
For COc1ccc(-c2cc(=Nc3ccc(C(=O)O)cc3)c3cc(C)ccc3o2)cc1 the results were DT40 TDP1 no CPT -26%, TDP1 inh 1% and DT40 TDP1 CPT -18%.
For CCOC(=O)N1CCN(C(=O)C2CCN(S(=O)(=O)c3ccc(Cl)cc3)CC2)CC1 the results were DT40 TDP1 no CPT -4%, TDP1 inh -2% and DT40 TDP1 CPT -8%.
`CN1CCCC(OC(=O)c2cc(Cl)ccc2Cl)C1` (centres undefined) gave DT40 TDP1 no CPT -26%, TDP1 inh 6% and DT40 TDP1 CPT -13%.
Screening COC(=O)C(CCSC)NC(=O)CNC(=O)C1CCCCC1 (centres undefined) returned DT40 TDP1 no CPT -22%, TDP1 inh 5% and DT40 TDP1 CPT -25%.
Screening CCC(C)NC(=O)CCn1c(-c2ccc(F)cc2)cc(C(C)=O)c1C (centres undefined) returned DT40 TDP1 no CPT -2%, TDP1 inh 6% and DT40 TDP1 CPT 3%.
`CN(C)/C=C1\C(=O)NN=C1c1ccccc1` gave DT40 TDP1 no CPT 6%, TDP1 inh -5% and DT40 TDP1 CPT 12%.
CC1CCN(C(=O)COC(=O)c2cccs2)CC1 was read as DT40 TDP1 no CPT -8%, TDP1 inh 1% and DT40 TDP1 CPT -3%.
For Nc1cc(S(=O)(=O)N2CCOCC2)ccc1Oc1ccc(F)cc1 the results were DT40 TDP1 no CPT inconclusive, TDP1 inh -3% and DT40 TDP1 CPT inconclusive.
Screening O=C(Cn1ncc2c3ccccc3n(Cc3cccc(Cl)c3)c2c1=O)NCC1CCCO1 (centres undefined) returned DT40 TDP1 no CPT inconclusive, TDP1 inh 1% and DT40 TDP1 CPT inconclusive.
COc1cc(NC(=O)c2cnc(NCc3ccccc3)nc2C)cc(OC)c1OC was read as DT40 TDP1 no CPT inconclusive and DT40 TDP1 CPT inconclusive.
Screening COc1cc(OC)cc(N(C(=O)c2ccco2)C(C(=O)NC2CCCC2)c2ccc(N(C)C)cc2)c1 (centres undefined) returned DT40 TDP1 no CPT inconclusive, TDP1 inh 10% and DT40 TDP1 CPT inconclusive.
`COc1ccc2c(c1)OC(C)CN(CCC(=O)NCC1OCCc3ccccc31)C2` (centres undefined) gave DT40 TDP1 no CPT -9% and DT40 TDP1 CPT 12%[9.04 µM].
For COc1ccc(NC(=O)CN(C)C(=O)c2ccc3ccccc3c2)cc1 the results were DT40 TDP1 no CPT inconclusive, TDP1 inh -1% and DT40 TDP1 CPT -10%.
COCC(=O)N1CCC2(CCN(Cc3ccccc3OC)CC2)CC1 was read as DT40 TDP1 no CPT -9% and DT40 TDP1 CPT 5%.
`[O-]C(=C(C(=S)Nc1cccc2ccccc12)[n+]1cccc(CO)c1)c1ccc(Cl)s1` gave DT40 TDP1 no CPT -28% and DT40 TDP1 CPT inconclusive.
Screening Cc1ccc(Oc2nc3c(C)cccn3c(=O)c2/C=C(\C#N)C(N)=O)cc1 returned DT40 TDP1 no CPT 13µM*, TDP1 inh -3% and DT40 TDP1 CPT inconclusive.
For COc1ccc(NC(=S)NC(=O)c2ccc(Br)o2)cc1 the results were DT40 TDP1 no CPT inconclusive, TDP1 inh -3% and DT40 TDP1 CPT 1%.
`Cc1cc(C)cc(NCc2cc(=O)oc3cc(C)c(O)cc23)c1` gave DT40 TDP1 no CPT inconclusive and DT40 TDP1 CPT inconclusive.
Screening CCNc1cc(Nc2c(C)n(C)n(-c3ccccc3)c2=O)c([N+](=O)[O-])c2nonc12 returned DT40 TDP1 no CPT 0%, TDP1 inh 5% and DT40 TDP1 CPT -3%.
`Cc1sc2ncnc(N/N=C/c3ccccc3O)c2c1C` gave DT40 TDP1 no CPT 3.3µM*, TDP1 inh 8% and DT40 TDP1 CPT 3.7µM*.
C=CCN(c1ccccc1)S(=O)(=O)c1cccc(C(=O)NCC2CCCO2)c1 (centres undefined) was read as DT40 TDP1 no CPT -12%, TDP1 inh 0% and DT40 TDP1 CPT -29%.
